Assay outcomes from PubChem BioAssay.
All columns: NCI-60 one-dose screen, growth in % after 48 h at 10 µM unless noted; 100 = growth as untreated, 0 = no growth, -100 = all killed.
K-562: K-562 leukemia | 7.4% of 78,000 active | AID 1794777
SR: SR leukemia cells | 8.7% of 73,000 active | AID 1794780
RPMI-8226: RPMI-8226 leukemia cells; 7.5% of 77,000 active; AID 1794781
MDA-MB-468: MDA-MB-468 breast cancer | 8.5% of 78,000 active | AID 2202374
MDA-MB-435: MDA-MB-435 melanoma; 7.8% of 82,000 active
MDA-MB-231: MDA-MB-231 breast cancer. 5% of 81,000 active. AID 1794789
MOLT-4: MOLT-4 leukemia cells | 6.9% of 80,000 active
MCF7: MCF7 breast cancer | 6.3% of 82,000 active
Starred values were filed as active, the others as inactive; nt = not tested or not shown. How the source made its calls: active means growth percent below 10; inactive means the rest.

Fields: K-562	SR	RPMI-8226	MDA-MB-468	MDA-MB-435	MDA-MB-231	MOLT-4	MCF7
> COC(=O)C(CC(Nc1ccccc1)c1ccc2ccccc2c1)[N+](=O)[O-] (stereo not given)
  96	70	97	106	112	100	91	99
> CCOC(=O)c1c(NC(=O)c2cccc(C(F)(F)F)c2)sc2c(CN(C)C)c(O)ccc12
  2.4*	-2.5*	-17*	nt	-23*	59	43	26
> O=C1/C(=C\c2cn(C(=O)c3ccc(Cl)cc3)c3ccccc23)c2ccccc2N1C(=O)c1ccc(Cl)cc1
  84	56	57	52	98	81	62	71
> COc1ccccc1/C=N/N1C(=O)CSC1=S
  100	95	100	79	103	103	96	94
> COc1ccc(C(=O)Nc2cccc(-c3cc(=O)c4ccccc4o3)c2)c(OC)c1OC
  87	89	66	101	97	90	88	74
> NC(=O)c1cc2ccncc2c2ccccc12
  128	132	nt	110	116	102	136	96
> Cn1c(=O)[nH]c2nc(SCC(=O)Nc3ccc(C(=O)/C=C/c4ccc(Cl)cc4)cc3)[nH]c2c1=O
  nt	108	116	76	96	95	104	86
> N=C(N)c1ccc(-c2ccc(-c3ccc(Cl)cc3)s2)s1
  -46*	-30*	-38*	-71*	-91*	-81*	-60*	-66*
> c1ccc(N(CSc2nc3ccccc3s2)c2ccccc2)cc1
  88	nt	100	92	108	100	87	101
> COc1ccc(-n2ncc3c2CCc2cc(S(=O)(=O)c4ccccc4)c(=O)n(Cc4ccccc4)c2-3)cc1
  85	79	75	78	92	66	80	86
> COc1cc(C(=O)N(c2cccc(C(F)(F)F)c2)C(C(=O)NC2CCCCC2)c2ccc(OC)c(OC)c2OC)cc(OC)c1OC (stereo not given)
  97	100	88	82	102	89	79	94
> O=C1OC(=O)C2CCC12 (stereo not given)
  95	93	104	111	102	114	102	103
> CCOC(=O)CSc1nnc(-c2cc3c([nH]c4ccccc43)c(-c3cccc(O)c3)n2)n1-c1ccc(C)cc1
  17	14	76	27	16	45	17	35
> N#C/C(=C\c1ccc(Cl)s1)c1cc2ccccc2[nH]1
  71	83	76	77	97	70	73	71
> c1ccc(-c2nc(-c3nccc4ccccc34)oc2-c2ccccc2)cc1
  64	nt	95	101	104	98	64	68
> O=c1cc(CNc2cc(F)cc(F)c2)c2ccc(I)cc2[nH]1
  10.0*	-0.4*	16	19	-28*	61	28	22
> C/C(=N\N1C(=O)c2ccccc2NC1c1cccs1)c1c(O)cc(C)oc1=O (stereo not given)
  90	85	93	92	111	100	95	93
> O=[N+]([O-])c1ccc(C(S(=O)(=O)Cc2ccccc2)S(=O)(=O)Cc2ccccc2)cc1
  93	94	76	88	100	97	86	92
> Cc1cc([N+](=O)[O-])ccc1NC(=O)CSC#N
  98	106	89	120	112	107	94	103
> O=c1[nH]c(=S)n2c(c1-c1ccccc1)OC(CBr)C2 (stereo not given)
  94	96	101	98	107	100	94	95
> CCCCOc1nc2c(C)cccc2cc1/C=C/C(=O)/C=C(/C=C/c1cc2cccc(C)c2nc1OCCCC)OB(F)F
  101	101	nt	101	105	110	104	101
> COc1cccc2c(=O)c3c(sc12)c(NCc1ccccc1)nc1ccccc13
  96	86	nt	89	107	82	99	73
> O=[N+]([O-])c1ccc(S(=O)(=O)NN=C2CCCCC2)cc1
  111	97	110	115	114	108	99	102
> COc1cc(CNC(=O)c2ccccc2)ccc1OCC(=O)NO
  113	106	106	98	104	90	95	95
> OC1c2ccccc2Oc2ccccc21
  117	109	110	91	106	87	113	90
> CN(C)c1ccc(/C=N/N2C(=O)CSC2=S)c(Cl)c1
  90	102	90	84	97	94	92	89
> Nc1ccc2[nH]c3ccccc3c2c1
  100	87	87	73	97	83	97	66
> CN1/C(=C\C(I)C(I)C2=[N+](C)c3ccccc3C2(C)C)C(C)(C)c2ccccc21 (stereo not given)
  7.4*	8.3*	-10*	-18*	12	12	-13*	4.8*
> CN1CCN(c2ccc(/C=C/C(=O)c3cc4ccccc4oc3=O)cc2)CC1
  80	nt	99	nt	98	91	94	80
> CCOC(=O)c1cn(CCN(C)C)c2nc(NCc3ccc(OC)c(OC)c3)nn2c1=O
  100	101	99	104	107	104	99	94
> Cc1ccc([N+](=O)[O-])c(N)n1
  92	104	109	94	111	105	96	91
> O=C1c2cccc3c(Br)ccc(c23)C(=O)N1CC1CO1 (stereo not given)
  106	97	105	99	108	102	89	95
> COc1cc(O)c2c(c1O)C(=O)c1cc(C)ncc1C2=O
  59	94	101	nt	113	89	101	92
> C[N+](C)(CCOC(c1ccccc1)c1ccccc1)CC(=O)OCc1ccccc1
  126	115	111	100	98	113	116	97
> Oc1cccc(C=Nc2ccc(Nc3ncnc4sc5c(c34)CCN(Cc3ccccc3)C5)cc2)c1
  106	99	99	94	111	95	101	90
> S=C(NNc1ccccc1)NC1CCCCC1
  102	94	109	99	114	96	93	97
> O=C(O)c1cc2c([nH]c3ccc(Cl)cc32)c(=O)s1
  101	129	98	119	107	99	111	98
> CCCn1cc2c(=O)nc3sc(Cc4cccc(C(F)(F)F)c4)c(C)n3c2n1
  77	69	88	98	100	80	63	92
> Cc1cccc(OCc2nnc(/N=C/c3cc4ccccc4nc3Cl)s2)c1
  92	101	105	110	107	96	92	88
> O=C(NCCNc1nccc(Nc2ccc(S(=O)(=O)Nc3ccccn3)cc2)n1)C(Cl)(Cl)Cl
  119	83	96	105	104	106	95	98
> Cc1cc(N/N=C/c2nc(-c3ccc(Br)cc3)oc2C)c2cc(Cl)ccc2n1
  -18*	5.5*	-9.5*	26	17	67	3.5*	-55*
> Cc1cccc(/C=N/N=C2\C(=O)Nc3ccc(F)cc32)c1
  92	70	96	91	92	89	87	74
> Cc1ccc(N(CC(=O)Nc2ccc(S(=O)(=O)NC3CCN(C)CC3)cc2)S(=O)(=O)c2ccc(Cl)cc2)cc1
  20	6.0*	66	50	-44*	54	70	39
> O=C(NNC(=O)c1cccc2ccccc12)c1cccc(F)c1
  87	89	100	119	108	94	92	96
> C[C@@H](Nc1ncnc2ccc(-c3cnc(Cl)c(NS(C)(=O)=O)c3)cc12)c1ccccc1
  74	48	24	31	61	49	21	21
> COC(=O)C1=CN(C)C(c2ccccc2)C=C1 (stereo not given)
  87	88	104	102	108	112	98	99
> N#Cc1c(N2CCNCC2)nc2sc3cc(Cl)c(Cl)cc3n2c1=O
  96	91	129	109	117	87	104	76
> COc1ccc(C2CC(c3ccco3)=NN2c2ccc(S(N)(=O)=O)cc2)cc1 (stereo not given)
  94	85	88	81	107	104	86	89
> Nc1ncnc2c1C(c1ccc(F)cc1)c1sc3c(F)cccc3c1O2 (stereo not given)
  95	92	101	82	106	73	108	39
> CCCN(CCC)CN(CCC)CCC
  96	101	100	106	99	nt	97	93
> CC(C)c1nc(CN(C)C(=O)N[C@H](C(=O)N[C@@H](Cc2ccccc2)C[C@H](O)[C@H](Cc2ccccc2)NC(=O)OCc2cncs2)C(C)C)cs1
  nt	46	81	70	87	81	39	81
> N#CCCC1(CCC#N)CCCC(CCC#N)(CCC#N)C1=O
  98	94	101	112	118	107	90	98
> CC1(c2ccc3ccccc3c2)CCC(=O)O1 (stereo not given)
  87	92	109	100	106	111	95	106
> CCOC(=O)C1(Cc2ccccc2C#N)CCCCC1=O (stereo not given)
  97	105	99	98	99	97	99	103
> CC/C=C\C/C=C\C/C=C\CCCCCCCCOc1cccc(CCOP(=O)(O)OCC[N+](C)(C)C)c1
  95	86	nt	97	101	96	99	92
> CCCCCCN(CCCCCC)C(=O)C(C)O (stereo not given)
  93	87	nt	104	110	131	87	99
> O=c1c2ccccc2ccn1O
  108	94	97	103	102	113	99	93
> N#Cc1cccc(C(Br)S(=O)(=O)c2ccccc2)c1 (stereo not given)
  93	94	93	98	98	105	89	94
> Fc1ccc(C2=NN(c3ccc(Cl)cc3)C(c3cccc(Nc4ccnc5cc(C(F)(F)F)ccc45)c3)C2)cc1 (stereo not given)
  62	61	62	83	99	95	68	84
> COc1ccc2c(c1)=C(c1sc(Nc3nnc(C)s3)nc1O)C(=O)N=2
  102	105	100	108	95	116	94	89

Continuation.
Structure	K-562	SR	RPMI-8226	MDA-MB-468	MDA-MB-435	MDA-MB-231	MOLT-4	MCF7
COC(=O)C[C@](O)(CCCC(C)(C)O)C(=O)O[C@@H]1C(OC)=C[C@]23CCC(=O)N2CCc2cc4c(cc2[C@H]13)OCO4	108	94	112	108	112	111	109	96
CN(C)Cc1ccccn1	107	nt	91	105	103	99	107	97
C/C(=N/O)c1ccc(NC(=O)CSc2nnc(-c3ccc(-c4nc5ccccc5[nH]4)cc3)o2)cc1	83	77	73	104	98	92	74	88
O=C(/C=C/c1ccc(F)cc1)c1ccc(Nc2nc(NCCO)nc(Nc3ccc(Cl)cc3)n2)cc1	45	26	1.8*	58	75	72	58	4.3*
O=C(Nc1ccc(Cc2ccc(NC(=O)Nc3cccnc3)cc2)cc1)Nc1cccnc1	83	65	82	99	94	94	77	93
COc1ccc(C(=O)/C=C/C(=O)O)cc1	105	nt	111	117	104	120	100	92
CCOc1ccc(N2C(=O)N(c3ccc(SC)cc3)C(=N)C2=S)cc1	81	81	97	110	103	100	92	95
Nc1nc(N=Nc2ccc(O)cc2)cc(=O)[nH]1	106	94	106	92	98	99	104	101

Single records, as listed above. Order of screens: K-562, SR, RPMI-8226, MDA-MB-468, MDA-MB-435, MDA-MB-231, MOLT-4, MCF7
O=C(/C=C/c1ccc(F)cc1)c1ccc(Nc2nc(NCCO)nc(Nc3ccc(Cl)cc3)n2)cc1 as listed: 45, 26, 1.8*, 58, 75, 72, 58, 4.3*
COc1ccc(C(=O)/C=C/C(=O)O)cc1 as listed: 105, nt, 111, 117, 104, 120, 100, 92

New compounds follow:
Structure	K-562	SR	RPMI-8226	MDA-MB-468	MDA-MB-435	MDA-MB-231	MOLT-4	MCF7
Clc1cc(Cl)c(C[N+]23CN4CN(CN(C4)C2)C3)cc1Cl	68	nt	64	108	99	104	104	75
O=C1C(=O)N(c2ccc(Cl)cc2)C(=O)C(=O)C1c1nc2ccccc2s1	89	104	100	92	106	98	106	96
COC(=O)/C=C1\SC(=Nc2ccc(C#N)cc2)N(CCc2c[nH]c3ccccc23)C1=O	71	50	69	106	107	94	62	62
COC(=O)c1cc(NC(=O)OCc2ccccc2)nn1C	91	nt	111	nt	128	106	116	98
CC1=C(C(=O)/C=C/c2ccc([N+](=O)[O-])cc2)C(c2ccccc2)NC(=S)N1 (stereo not given)	91	89	102	109	101	94	99	96
O=C(CSc1nnnn1-c1ccccc1)Nc1ccc(Oc2ccccc2)cc1	120	7.5*	117	115	106	94	92	102
CCOC(=O)c1cccc([N+](=O)[O-])c1	95	100	104	96	103	111	104	97
COc1cccc(/C=C2\Oc3cc(OCCCN4CCCCC4)ccc3C2=O)c1	24	41	98	98	94	96	87	79

Copied from the list:
Value of CC/C=C\C/C=C\C/C=C\CCCCCCCCOc1cccc(CCOP(=O)(O)OCC[N+](C)(C)C)c1 in MDA-MB-468: 97
Value of COc1cc(O)c2c(c1O)C(=O)c1cc(C)ncc1C2=O in MCF7: 92
Value of OC1c2ccccc2Oc2ccccc21 in MDA-MB-468: 91
Value of O=[N+]([O-])c1ccc(S(=O)(=O)NN=C2CCCCC2)cc1 in MDA-MB-468: 115

(further entries)
Structure	K-562	SR	RPMI-8226	MDA-MB-468	MDA-MB-435	MDA-MB-231	MOLT-4	MCF7
CCOC(=O)c1ccc2c(c1)nc(/C=C/c1ccc(Cl)cc1)n2-c1cc(C(C)(C)C)[nH]n1	19	nt	52	59	63	52	-2.8*	42
CCc1c(C(=O)N[C@@H](CO)Cc2ccc(Cl)cc2)[nH]c2ccc(Cl)cc12	nt	66	nt	71	74	73	51	67
COc1ccc(C(=O)COc2ccc(/C=C3\COc4ccc5ccccc5c4C3=O)cc2)cc1	79	70	51	nt	102	94	76	79
CC(=O)[C@H]1CC[C@H]2[C@@H]3CCC4=CC(=O)C=C[C@]4(C)[C@H]3CC[C@]12C	77	84	68	87	99	100	87	98
CCCCCCCC(=O)Oc1ccc(Cl)cc1	112	nt	107	91	101	102	98	98
CNNC(=O)C(O)C(C)(C)CO (stereo not given)	97	nt	105	103	102	nt	125	100
CC(C)C(NC(=O)OCc1ccccc1)C(=O)N(C(=O)NC1CCCCC1)C1CCCCC1 (stereo not given)	101	88	72	81	91	53	75	83
C#CC(CCC)OC(C)=O (stereo not given)	107	96	99	99	105	105	107	95
O=S(=O)(c1ccc(N/N=C\c2ccc(Cl)c(Cl)c2)cc1)c1ccc(N/N=C/c2ccc(Cl)c(Cl)c2)cc1	118	nt	104	121	100	nt	87	101
COc1cc2cc(Oc3ccc(NC(=O)c4cccc(C(F)(F)F)c4)cc3)c(C)nc2cc1OCCN1CCOCC1	67	92	82	67	99	109	90	84
O=S(=O)(Nc1ccc2c(c1)OCO2)c1ccc(-c2cnc(C3CC3)o2)cc1	12	27	nt	-3.8*	0.4*	46	31	22
Cc1ccc(C(CN(C)C)C(=O)c2ccccc2)cc1 (stereo not given)	-27*	-29*	-41*	4.7*	18	25	-9.6*	-0.8*
COc1cc2nc(N3CCC[C@H](NC(=O)c4ccco4)C3)nc(N)c2cc1OC	98	93	97	105	92	99	98	95
